# D2 potentiator: positive allosteric modulators of human D2 dopamine receptor; HEK293 T-REx D2, calcium flux, EC20 dopamine potentiation; hit rate 0.34% among 340,000; potentiation, % at 10 µM; AID 485347; P14416;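 active = potentiation over 3 SD above the plate norm, cut at about 30% in these data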; note: 0% is about no effect
#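 Potentiation of an EC20 dopamine calcium response measured kinetically over 180 s, after a preceding 180 s compound-only read flagging agonists. Cells: inducible Hek293 Trex D2 line, 4000/well, cultured overnight at 30 C before dye loading.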
# RXFP1 ag: RXFP1 (human) receptor agonism. HEK293T-RXFP1 cAMP TR-FRET, 30 min; response scale: percent of porcine relaxin response, buffer zero. Potency, µM (series often up to 57.5 µM), inactives show top-dose activation, actives largely listed as activators. AID 2676. hit rate 0.3% among 370,000; note: potency is the fitted concentration of half-maximal effect; % is set by controls: 0 for no effect and ±100 for the full control effect; nearly all actives have a fitted effect of over 60% in size; many of its hits are not listed in these tables
# Target sequence (Q9HBX9 whole entry, looked up): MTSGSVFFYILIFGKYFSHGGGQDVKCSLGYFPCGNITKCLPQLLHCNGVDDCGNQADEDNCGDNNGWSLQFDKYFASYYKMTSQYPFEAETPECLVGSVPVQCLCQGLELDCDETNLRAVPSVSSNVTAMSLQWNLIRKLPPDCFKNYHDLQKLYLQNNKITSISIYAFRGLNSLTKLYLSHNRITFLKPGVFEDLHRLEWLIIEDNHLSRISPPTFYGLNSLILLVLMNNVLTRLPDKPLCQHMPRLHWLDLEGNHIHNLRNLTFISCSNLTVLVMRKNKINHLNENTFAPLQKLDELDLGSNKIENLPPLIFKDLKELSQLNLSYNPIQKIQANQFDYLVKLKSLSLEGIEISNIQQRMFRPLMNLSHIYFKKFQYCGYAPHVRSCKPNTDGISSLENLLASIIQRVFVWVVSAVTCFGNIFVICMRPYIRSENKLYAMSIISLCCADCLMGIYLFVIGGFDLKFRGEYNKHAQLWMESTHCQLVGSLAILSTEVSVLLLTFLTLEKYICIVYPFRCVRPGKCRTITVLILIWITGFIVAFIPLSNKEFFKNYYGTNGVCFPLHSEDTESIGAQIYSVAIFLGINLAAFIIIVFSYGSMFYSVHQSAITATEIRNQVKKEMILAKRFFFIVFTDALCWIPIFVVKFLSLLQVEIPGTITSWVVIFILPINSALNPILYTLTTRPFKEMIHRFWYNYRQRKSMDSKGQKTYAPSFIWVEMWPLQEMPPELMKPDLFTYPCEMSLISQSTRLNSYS
#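 cAMP rise read by TR-FRET after 30 min, 37C compound exposure (up to 58 uM) in RXFP1-transfected HEK293 cells with Ro 20174 present. EC50 from Hill-equation fits, with 29 nM porcine relaxin as 100% and buffer as basal.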
# D1 PAM: potentiators of human D1 dopamine receptor. hit rate 0.036% among 360,000. potentiation, % at 10 µM. HEK293 TREx D1 cells, calcium flux, dopamine EC20 potentiation; in the data active = potentiation above about 30%; note: 0% is about no effect
# D1 antagonist: antagonists of human D1 dopamine receptor; P21728; activity change, negative = inhibition, % at 10 µM; HEK293 TREx D1 cells, calcium flux, dopamine EC80; stronger effect = lower value; hit rate 3.2% among 360,000; in the data active = activity change below about -30%; note: % is set by controls: 0 for no effect and ±100 for the full control effect
#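 HEK293 T-REx cells expressing inducible, force-coupled D1 receptor; no-wash Ca dye, 30–90 min RT. Cmpd → 180 s read at 1 Hz → EC80 DA → 180 s read.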
# GRP78 ERSR act: inducers of ER stress response in human glioma cells | Potency, µM, for inactives: top-dose activation, most hits filed as activators | hit rate 0.02% among 420,000 | U87-MG GRP78 promoter luciferase reporter, 16 h; note: potency is the fitted concentration of half-maximal effect; series mostly up to about 76 µM; % of control where 0% means no effect; nearly all actives have a fitted effect of over 35% in size
#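 ERSR induction read as luciferase luminescence (Bright-Glo, 10 min at room temperature) in stably transfected human U87-MG glioma cells exposed to compounds for 16 h, using GRP78 as sensor.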
# Vif-APOBEC3F blk: blocks the Vif interaction with APOBEC3F | HeLa A3F-eYFP + Vif (tagged APOBEC3F with the HIV-1 protein that degrades it), YFP fluorescence increase | Potency, µM (series often up to 46.1 µM), without a hit: at the highest dose activity, negative = active | hit rate 0.2% among 390,000; note: potency is the fitted concentration of half-maximal effect; % of control where 0% means no effect; nearly all actives have a fitted effect of over 65% in size
#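 HeLa cells stably expressing Vif plus C-terminally eYFP-tagged A3F were seeded, incubated overnight at 37 deg C, dosed with compound, incubated overnight again at 37 deg C. Yellow fluorescence (Ex 488/Em 500-530) reported blocked Vif-mediated A3F-eYFP degradation.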
# LDHA block: LDHA (human) enzyme inhibition. hit rate 0.15% among 480,000. P00338. activity change, % (values are at about 110 or 230 µM). purified LDHA, NADH/diaphorase-resazurin fluorescence; stronger effect = lower value; in the data active = activity change below about -30%; inconclusive = mostly about -25% to -30%;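 note: plate controls were DMSO wells for no effect and wells without enzyme for full effect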
#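 Remaining NADH was detected by diaphorase (0.133 mg/mL) converting 37 µM resazurin to fluorescent resorufin, read at 0 and 20 minutes. The preceding 5-minute room-temperature reaction used 2 nM LDHA, 0.2 mM sodium pyruvate and 0.06 mM NADH at pH 7.4.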
# D1 ag: agonists of human D1 dopamine receptor. hit rate 1% among 360,000. AID 504660. P21728. HEK293 T-REx D1 cells, calcium flux, agonist mode. activation, % at 2 µM; in the data active = activation above about 30%; note: 0% is about no effect
#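 Tetracycline-induced HEK293 TREx D1 cells, force-coupled to calcium signalling, were dye-loaded with a no-wash calcium kit. Compound was pin-added after a 10 s baseline. Fluorescence was read kinetically at 1 cycle/s for 180 s, with calcium rises flagged as agonism.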
# Vif-APOBEC3G blk: Vif-A3G binding inhibition; AID 602310; hit rate 0.076% among 410,000; Q9HC16; Potency, µM (highest dose often 46.1 µM), for the others: at the highest dose activity, negative = active, hits mostly inhibitors; HeLa A3G-eYFP + Vif (tagged APOBEC3G with the HIV-1 protein that degrades it), YFP fluorescence, overnight;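 note: potency is the fitted concentration of half-maximal effect; % is set by controls: 0 for no effect and ±100 for the full control effect; nearly all actives have a fitted effect of over 60% in size; hits raise eYFP signal because A3G escapes Vif-driven loss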
#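 HeLa cells stably expressing Vif and C-terminally eYFP-tagged A3G, seeded overnight at 37 deg C, then exposed to compound by pintool overnight at 37 deg C. Rise in yellow fluorescence (Ex 488/Em 500-530, Acumen) marks blocked Vif-driven A3G degradation.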
# Numbers without * were called inactive; u = inconclusive; x = no result given; & = joins results of further samples. Unless noted, calls come from the whole dose curve; as a rule, active = well fitted curve in the direction sought with a large enough effect; inconclusive = small, poorly fitted or top-dose-only effect, or another doubt; inactive = no such curve, though single readings can be large; an effect the other way counts as inactive or inconclusive. Not all compounds are listed. The share of hits here may be higher or lower than overall.
SMILES,D2 potentiator,RXFP1 ag,D1 PAM,D1 antagonist,GRP78 ERSR act,Vif-APOBEC3F blk,LDHA block,D1 ag,Vif-APOBEC3G blk
Cn1c(=NC(=O)C(C)(C)C)sc2cccc(F)c21,8.1,-1.2%,-5.7,-15.7,0.5%,0.9%,-5.1,3.7,0.0%
COc1ccc(C(=O)NCCNc2nc3cc(C)c(C)cc3cc2C)cc1,3.8,6.6%,-8.0,2.9,-3.4%,2.6%,-7.9,5.8,-6.3%
COCCn1nc2cc(C(=O)NCc3cc(C(F)(F)F)cc(C(F)(F)F)c3)ccc2c1OC,8.9,-2.8%,1.3,-19.5,-5.0%,-5.6%,1.0,1.7,-8.9%
O=C(CN1C(=O)NC2(CCCC2)C1=O)NNC(=O)c1ccc(F)cc1,-4.0,0.0%,-10.9,7.2,-2.4%,5.1%,-0.9,0.7,0.2%
COC(=O)c1ccc(Cn2cc(/C=C\[N+](=O)[O-])c3ccccc32)o1,1.5,-2.5%,3.2,-5.1,-12.3%,9.1%,-3.7,0.3,u
COc1ccc(C)cc1N(C(=O)CNC(=O)c1ccco1)C(C(=O)NC1CCCC1)c1cccnc1 (centres undefined),-2.7,2.5%,3.8,5.6,-2.9%,-7.6%,-7.6,-0.3,3.6%
COc1ccc(NC(=O)c2cccc(Cn3cc(Br)c([N+](=O)[O-])n3)c2)c(C)c1,-3.5,-1.0%,-10.1,-27.1,-1.3%,-9.2%,0.6,6.7,-2.9%
O=Cc1ccc(-c2cccc([N+](=O)[O-])c2)o1,x,-1.1%,-5.7,-13.5,-2.4%,12.9%,0.9,2.9,0.9%
COc1ccc(CCNC(=O)c2ccc(CSCc3ccc(C)cc3)o2)cc1OC,4.0,-0.1%,-1.9,-24.7,-2.5%,0.8%,4.5,10.4,4.6%
COc1ccc(NC(=O)Cn2c(=O)oc3cc(S(=O)(=O)N4CCC(C)CC4)ccc32)c(OC)c1,-0.4,1.5%,-0.2,-9.3,-2.0%,0.5%,4.6,0.2,3.5%
O=C(NC1CCCC1)C(c1cccs1)N(C(=O)c1ccco1)c1ccc2c(c1)OCO2 (centres undefined),-0.2,0.0%,2.2,-9.4,-7.4%,-13.0%,6.0,5.6,-1.0%
CCOc1ccc(C(=O)CCC(=O)NCC(=O)Nc2ccc(F)c(F)c2F)cc1,x,x,x,x,-1.3%,4.4%,-2.7,x,2.4%
O=S(=O)(/C=C/c1ccccc1)Nc1ccc(F)cc1,2.2,-0.8%,1.5,0.0,-6.7%,-8.4%,0.3,7.3,-0.8%
O=C(O)CCc1ccc(-c2ccc(Br)cc2)n1Cc1ccco1,-0.8,0.7%,-3.7,4.9,-3.1%,-6.1%,0.8,1.3,0.2%
Oc1ccccc1CNCCCNCc1ccccc1O,-2.1,0.0%,-6.2,3.0,-5.7%,x,6.7,5.9,3.8%
CCCC(=O)Nc1ccc(-c2cnc(-c3ccc(NC(=O)CCC)cc3)nc2)cc1,7.2,3.7%,5.8,-8.8,1.6%,-4.3%,-1.9,0.7,-0.3%
CCNc1cc(=O)n(C)c(=O)n1C,-8.6,1.0%,-2.4,0.4,-5.0%,7.4%,-6.4,4.3,0.2%
CCCc1ccc(C2C3=C(CC(C)(C)CC3=O)NC3=C2C(=O)c2ccccc23)cc1 (centres undefined),-3.9,-0.3%,-0.2,-0.3,-3.5%,1.7%,0.0&3.4,-0.1,0.1%
CN(CC(=O)Nc1cccc(F)c1)C(=O)c1cc([N+](=O)[O-])ccc1N1CCOCC1,-14.2,3.9%,-9.1,-13.1,-1.7%,-14.8%,-3.2,0.4,-1.0%
Cc1ccc(C(=O)Nc2ccc(Oc3ccc(C(=O)O)c(C(=O)O)c3)cc2)cc1C,3.1,-1.6%,-1.9,2.7,-0.6%,2.0%,-3.0,0.2,-1.4%
CCc1nnc(N2C(=O)c3ccccc3C2(O)c2ccccc2)s1 (centres undefined),8.4,0.0%,-0.2,-12.1,-2.4%,-11.7%,-0.8,2.0,-1.0%
Cc1ccc(S(=O)(=O)N2CCN(C(=O)c3cccc(-n4cccc4)c3)CC2)cc1,14.6,1.3%,0.1,4.8,-1.8%,6.3%,2.0,1.6,1.4%
Cc1ccccc1NC(=S)/C(=C(\[O-])c1ccc(C)c([N+](=O)[O-])c1)[n+]1ccccc1,-6.8,1.3%,-0.2,-21.2,2.6%,-0.9%,3.8,1.5,-0.7%
COc1ccc(Sc2ccc(/C=C3\C(=O)NN(c4ccccc4)C3=O)o2)cc1,1.1,1.2%,-4.3,-8.7,-3.3%,0.0%,-5.3,-0.3,-3.4%
Cn1c(SCC(=O)Nc2ccccc2F)nnc1-c1cccnc1,6.1,0.0%,-5.6,2.4,-0.9%,0.6%,-3.0,-1.3,-1.7%
COc1ccccc1C(=O)N(Cc1sccc1C)C1CCS(=O)(=O)C1 (centres undefined),7.6,1.0%,-2.5,16.0,-1.8%,0.8%,0.6,-0.5,5.3%
Nc1ccc2c(c1)[nH]c(=O)c1ccccc12,x,x,x,x,-3.5%,-29.6%,8.5,x,1.1%
O=Cc1c(Sc2ccccc2)nc2ccccn2c1=O,12.8,2.0%,-4.6,-4.3,-9.6%,-0.9%,-3.4,0.5,-16.2%
COCCN=C1N[C@@H](c2cccc(C(F)(F)F)c2)C(C(=O)OC)=C(C)N1Cc1ccccc1,0.7,0.6%,-4.6,-0.1,-1.9%,3.5%,-8.7,31.8*,7.9%
COc1ccc(-n2c(C)c(C)c3c(NCCO)ncnc32)cc1,4.3,0.1%,1.6,-0.6,2.2%,14.1%,-7.2,-0.8,1.9%

# Fetched one by one from the list above, 3 records:
SMILES,D2 potentiator,RXFP1 ag,D1 PAM,D1 antagonist,GRP78 ERSR act,Vif-APOBEC3F blk,LDHA block,D1 ag,Vif-APOBEC3G blk
Cn1c(SCC(=O)Nc2ccccc2F)nnc1-c1cccnc1,6.1,0.0%,-5.6,2.4,-0.9%,0.6%,-3.0,-1.3,-1.7%
CCc1nnc(N2C(=O)c3ccccc3C2(O)c2ccccc2)s1 (centres undefined),8.4,0.0%,-0.2,-12.1,-2.4%,-11.7%,-0.8,2.0,-1.0%
CCNc1cc(=O)n(C)c(=O)n1C,-8.6,1.0%,-2.4,0.4,-5.0%,7.4%,-6.4,4.3,0.2%

# (more compounds)
SMILES,D2 potentiator,RXFP1 ag,D1 PAM,D1 antagonist,GRP78 ERSR act,Vif-APOBEC3F blk,LDHA block,D1 ag,Vif-APOBEC3G blk
COc1cccc(-c2cc3nc(-c4ccccc4)cc(N4CCN(C(=O)c5ccoc5)CC4)n3n2)c1,x,x,x,x,-5.4%,-1.1%,-2.6,x,-13.0%
O=C(N/N=C/c1ccccc1O)c1cccc(C(F)(F)F)c1,-8.1,0.9%,-3.6,-12.3,0.5%,u,-9.7,14.6,-19.1%
COC(=O)Cc1c(O)ccn(CCc2c[nH]c3ccccc23)c1=O,-4.8,-2.1%,-4.2,1.0,-5.3%,-19.1%,-9.4,-0.6,-3.5%
O=C(Cn1ncc2c3ccccc3n(Cc3cccc(Cl)c3)c2c1=O)NC1CCCCCC1,5.2,7.4%,-2.2,5.8,-2.3%,1.3%,3.9,4.4,-6.8%
N/C(=N\OC(=O)N1CCOCC1)c1ccccc1,2.7,1.9%,-5.4,1.2,6.9%,-16.4%,3.6,1.0,-23.8%
COc1ccccc1N(CC(=O)NCC1CCCO1)C(=O)Cn1nnc(-c2cccs2)n1 (centres undefined),0.0,13.6%,2.5,12.2,-5.1%,u,2.9,2.4,-4.0%
C=C(NC(C)=O)c1c(F)cccc1F,11.0,-3.5%,-0.5,8.2,-1.2%,-6.4%,-6.9,0.1,-2.4%
COc1cccc(NC(=O)N(C)C[C@H]2OCc3cn(nn3)CCCC(=O)N([C@@H](C)CO)C[C@@H]2C)c1,x,x,x,x,-0.4%,-10.7%,8.8,x,-4.2%
CCCC1(C(=O)O)NC(c2ccc(OC)cc2O)C2C(=O)N(c3ccc(OC)cc3)C(=O)C21 (centres undefined),16.9,-0.6%,x,-6.4,-1.7%,-0.2%,1.1,1.0,2.0%
O=C(COC(=O)c1ccc(NS(=O)(=O)c2ccc3c(c2)OCCO3)cc1)NC1CC1,10.1,2.5%,3.5,-17.3,-0.8%,0.7%,-7.6,0.2,1.1%
Cc1c(CCNC(=O)c2ccco2)sc2nc(-c3ccc(F)cc3)nn12,-2.9,0.7%,-3.2,x,0.0%,7.8%,-2.2,8.1,0.8%
CCOC(=O)N1CCC(=NNc2ccc(S(=O)(=O)N3CCOCC3)cc2[N+](=O)[O-])CC1,-0.1,-0.2%,-0.5,-17.1,-5.1%,-6.4%,-8.6,6.4,-2.4%
c1ccc2c(N3CCCCCC3)nc(-c3ccncc3)nc2c1,10.6,2.6%,-3.0,-1.9,-7.2%,0.8%,-4.2&-2.2,1.7,4.2%
C=CCNC(=O)CSc1cc([N+](=O)[O-])cc(S(=O)(=O)Cc2ccccc2)c1,7.8,6.8%,7.2,2.5,-2.0%,-9.6%,0.2,7.0,1.3%
CCCCn1c(SCC(=O)NC2CC2)nc2ccccc2c1=O,3.7,22.9%,3.2,3.5,2.5%,1.4%,1.2,1.8,-0.7%
COc1ccc(Br)cc1CNC(=O)CCNC(=O)Cn1ccc2ccccc2c1=O,-0.8,-3.4%,-8.2,-0.4,-0.1%,7.2%,-13.2,-0.8,1.1%
Cc1ccc(NS(=O)(=O)c2cccc(C(=O)Nc3cc(C)on3)c2)cc1,-2.4,2.1%,-2.4,25.0,-5.5%,8.5%,-9.6,2.4,2.0%

# Screens as filed in PubChem.
